# GALK inh: galactokinase (human) inhibition | P51570 | Potency, µM (highest dose often 57.5 µM), without a hit: at the highest dose activity change, negative = inhibition, most hits filed as inhibitors | Purified GALK, Kinase-Glo residual ATP luminescence | 0.007% of 270,000 active; also: potency is read from the fitted curve at half-maximal effect; % is scaled to controls: 0 for no effect and ±100 for the full control effect
# Target sequence (P51570 whole entry, looked up): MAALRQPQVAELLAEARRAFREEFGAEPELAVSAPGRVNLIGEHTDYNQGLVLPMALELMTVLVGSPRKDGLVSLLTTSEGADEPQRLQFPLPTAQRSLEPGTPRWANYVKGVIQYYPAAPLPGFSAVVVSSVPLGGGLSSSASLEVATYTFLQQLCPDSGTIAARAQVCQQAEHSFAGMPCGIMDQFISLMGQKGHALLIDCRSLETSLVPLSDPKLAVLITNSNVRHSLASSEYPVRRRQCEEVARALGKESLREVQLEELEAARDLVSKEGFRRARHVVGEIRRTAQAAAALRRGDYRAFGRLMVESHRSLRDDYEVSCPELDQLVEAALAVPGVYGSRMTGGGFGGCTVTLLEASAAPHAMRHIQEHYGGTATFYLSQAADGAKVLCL
#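 5 nM enzyme, 35 uM ATP, 100 uM galactose, 20 mM HEPES pH8.0, 5 mM MgCl2; 1 h RT; residual ATP by Kinase-Glo Plus luminescence, qHTS format.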
# PKM2 activator: PKM2 (human) enzyme activation | purified PKM2, Kinase-Glo ATP luminescence, activation; response scale: 0% is enzyme alone, no compound | Potency, µM (series often up to 57.5 µM), inactives show top-dose activation, actives largely listed as activators | 0.34% of 260,000 active | AID 1631; also: potency is read from the fitted curve at half-maximal effect; % is scaled to controls: 0 for no effect and ±100 for the full control effect; nearly all actives have a fitted effect of over 55% in size
#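 hPK-M2, >95% pure; 0.1 mM ADP / 0.5 mM PEP final; imidazole pH7.2 buffer w/ 7 mM MgCl2, 50 mM KCl; 1 h RT; Kinase-Glo lum. Intermediate enzyme activity for dual inhibitor/activator qHTS.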
# Mito fusion yeast: blocks mitochondrial division or promotes mitochondrial fusion. AID 485298. 0.23% of 320,000 active. Potency, µM (series often up to 46.1 µM), for inactives: top-dose growth rescue (activation), hits mostly activators. S. cerevisiae fusion-defective mutant growth rescue, CellTiterGlo 48 h;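 also: potency is read from the fitted curve at half-maximal effect; % of control where 0% means no effect; nearly all actives have a fitted effect of over 45% in size; temperature-sensitive fusion mutants such as fzo1-1 at 37 °C on non-fermentable ethanol glycerol medium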
#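 Yeast fusion mutant, YPEG (non-fermentable carbon), compound, 48 h at 37C non-permissive; CellTiterGlo added, 10 min RT, luminescence read. Rescued growth = division inhibition.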
# KCNH2 WT inh: KCNH2 (human, wildtype) channel inhibition | activity change, % at 1.84 µM | U2OS, BacMam KCNH2, thallium flux FluxOr; active compounds read low | 0.37% of 340,000 active | Q12809;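 active = maximum activity change below -70%; inconclusive = maximum activity change between -70% and -50%; inactive = maximum activity change above -50%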; also: % is scaled to controls: 0 for no effect and ±100 for the full control effect
#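 U2OS cells were transduced with wild-type KCNH2 virus (2.03 x 10^8 / mL) for 4 h at room temperature, then cultured overnight at 37 C. Thallium flux was read with FluxOr dye. Rate constants were normalized to DMSO controls.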
# BCR signal inh: inhibitors of chronic active B-cell receptor signaling; Potency, µM (doses to about 46.1 µM), for the others: at the highest dose ratio change, negative = lower green/red ratio, hits mostly inhibitors; ABC-DLBCL IkBa-CBG/CBR reporter, luminescence ratio, 4 h; 0.05% of 340,000 active; active = well fitted inhibition curve with a large enough effect in the signal ratio, with a control signal flat, not every such curve was filed as active; inconclusive = small, poorly fitted or top-dose-only effect, or effect the other way, or a change in a side signal; the % refers to the signal ratio;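 also: potency is read from the fitted curve at half-maximal effect; plate controls were basal doxycycline-induced cells for no effect and cells given 10 µM MG132 for full effect; MG132 reads +100%, hits lower the ratio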
#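 TMD8 ABC-DLBCL cells carrying doxycycline-inducible green luciferase fused to IkappaBalpha plus unfused red luciferase were exposed to compounds (up to 46 uM) for 4 hrs at 37C. Activity came from the overlap-corrected green/red luminescence ratio.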
# ASM inhibitor: blocks human secretory acid sphingomyelinase | P17405 | placental ASM, HMU-PC fluorogenic substrate, 60 min | Potency, µM (series often up to 57.5 µM), for inactives: top-dose activity change, negative = inhibition, hits mostly inhibitors | 0.006% of 340,000 active | AID 504937; also: potency is read from the fitted curve at half-maximal effect
# Target sequence (P17405 47-631 limits assumed): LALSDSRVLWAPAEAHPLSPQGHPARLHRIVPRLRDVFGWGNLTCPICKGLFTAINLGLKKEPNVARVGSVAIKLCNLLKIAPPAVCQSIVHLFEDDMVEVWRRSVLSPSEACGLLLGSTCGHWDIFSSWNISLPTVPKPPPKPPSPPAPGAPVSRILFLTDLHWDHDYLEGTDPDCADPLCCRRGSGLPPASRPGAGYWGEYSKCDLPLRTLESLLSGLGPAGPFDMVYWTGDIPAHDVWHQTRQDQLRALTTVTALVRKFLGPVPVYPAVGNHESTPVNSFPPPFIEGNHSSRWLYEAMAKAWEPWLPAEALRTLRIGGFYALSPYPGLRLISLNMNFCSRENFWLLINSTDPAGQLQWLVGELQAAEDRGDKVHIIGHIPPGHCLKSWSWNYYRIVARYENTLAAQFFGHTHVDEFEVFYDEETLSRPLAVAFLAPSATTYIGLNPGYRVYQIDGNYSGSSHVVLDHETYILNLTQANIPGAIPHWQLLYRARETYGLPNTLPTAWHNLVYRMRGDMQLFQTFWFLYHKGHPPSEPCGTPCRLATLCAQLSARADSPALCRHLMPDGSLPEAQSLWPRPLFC
#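 Fluorescence read-out (Ex 386 nm, Em 447 nm) after stopping the reaction at pH 10. Enzyme: ASM from human placenta; substrate HMU-PC0, 9 uM final; 60 min, 37 °C. Compound preincubation 10 min, ambient temperature.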
# Eya2 inh: inhibitors of human Eya2 phosphatase activity; O00167; recombinant Eya2, OMFP fluorescence dephosphorylation (OMFP is methylfluorescein phosphate); Potency, µM (top dose mostly 76.9 µM), for inactives: at the top dose activity, negative = inhibition, actives largely listed as inhibitors; 0.006% of 330,000 active; also: potency is read from the fitted curve at half-maximal effect; % is scaled to controls: 0 for no effect and ±100 for the full control effect
#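 Eya2 protein (added as 0.2 uM solution) was preincubated with compound for 10 min at ambient temperature in 50 mM HEPES pH 7.5, 50 mM NaCl, 5 uM MgCl2, 0.05% BSA, 1 mM DTT. OMFP (added at 50 uM) then reacted 10 min; fluorescence read at 485/525 nm.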
# USP2a inh: blocks human ubiquitin-specific protease USP2a. USP2 core, Ub-CHOP2 coupled fluorogenic reporter, 485/531. Potency, µM (series often up to 38.3 µM), without a hit: at the highest dose activity change, negative = inhibition, most hits filed as inhibitors. 0.01% of 330,000 active;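 also: potency is read from the fitted curve at half-maximal effect; plate controls were DMSO wells for no effect and full inhibition by NEM control for full effect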
#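 USP2 core (10nM final) preincubated 30min RT with compound in 20mM Tris-HCl pH 8.0, 2mM CaCl2, 2mM beta-mercaptoethanol, 0.05% CHAPS; 25nM Ub-CHOP2 plus 25nM reporter substrate added, fluorescence (Ex485/Em531) read after 60min.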
# MBNL1 CUG block: blocks human MBNL1 binding to CUG repeat RNA; AID 2675; Q9NR56; Potency, µM (highest dose often 57.5 µM), for inactives: top-dose activity change, negative = inhibition, actives largely listed as inhibitors; TR-FRET MBNL1-His/biotin-(CUG)12 binding, 665/545 ratio; 0.036% of 280,000 active; active = well fitted inhibition curve with a large enough effect in the signal ratio, with a control signal flat, not every such curve was filed as active; inconclusive = small, poorly fitted or top-dose-only effect, or effect the other way, or a change in a side signal; inactive = no such curve, though single readings can be large or run the other way; the % refers to the signal ratio; also: potency is read from the fitted curve at half-maximal effect; % is scaled to controls: 0 for no effect and ±100 for the full control effect
#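 TR-FRET between His-tagged MBNL1 and biotin-(CUG)12 RNA, detected with Tb anti-His antibody (0.055 ng/ul) and streptavidin-XL665 (5 nM), 60 min at room temperature. Compounds titrated 92 nM to 58 uM; 665/545 nm ratio normalized to buffer and complex controls.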
# Menin MLL FP TR: displaces Texas Red mutant MLL peptide from human menin | Menin + Texas Red MLL mutant peptide, fluorescence polarization | AID 1768 | Potency, µM (highest dose often 61.6 µM), inactives show at the top dose FP activity change, negative = inhibition, hits mostly inhibitors | 0.23% of 270,000 active | O00255; active = well fitted inhibition curve with a large enough effect in the polarisation, with a control signal flat, not every such curve was filed as active; inconclusive = small, poorly fitted or top-dose-only effect, or effect the other way, or a change in a side signal; inactive = no such curve, though single readings can be large or run the other way; the % refers to the polarisation; also: potency is read from the fitted curve at half-maximal effect; % of control where 0% means no effect; many of its hits are not listed in these tables
# TSHR antag: blocks TSH signaling through the human TSH receptor | P16473 | 0.2% of 330,000 active | TSHR-expressing cells, TSH-stimulated cAMP HTRF, 2 h; active compounds read low | activity change, negative = inhibition, % at 11.5 µM;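 active = activity change below a set negative limit, meaning inhibition stronger than a set level, cut at about -70% in these data; inconclusive = activity change between two set negative limits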; also: % is scaled to controls: 0 for no effect and ±100 for the full control effect
#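 Read-out is FRET at 665 nm (cryptate excitation 337 nm) from a cryptate-tagged anti-cAMP antibody, competed by cell cAMP against cAMP-d2. Compounds are tested on freshly harvested TSHR cells challenged with 4nM TSH (EC80) for 2 hours at 37 deg C.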
# * marks the source's active call; other numbers are inactive results; ? = inconclusive; nt = not tested or not shown; & = joins results of further samples. Unless noted, calls follow the shape of the dose curve; as a rule, active = well fitted curve in the direction sought with a large enough effect; inconclusive = small, poorly fitted or top-dose-only effect, or another doubt; inactive = no such curve, though single readings can be large; an effect the other way counts as inactive or inconclusive. An excerpt, so the mix of outcomes need not match the whole.
SMILES,GALK inh,PKM2 activator,Mito fusion yeast,KCNH2 WT inh,BCR signal inh,ASM inhibitor,Eya2 inh,USP2a inh,MBNL1 CUG block,Menin MLL FP TR,TSHR antag
CCCOc1ccc(N2C(=O)CC(N(Cc3ccco3)C(=O)CCC(=O)O)C2=O)cc1 (configuration not stated),-1%,-1%,-5%,-10,?,0%,0%,0%,nt,nt,-1
O=C(CN1CCOCC1)N1CCCc2c1c(=O)oc1ccc(OCc3ccccc3)cc21,0%,0%,0%,0,6%,7%,-1%,0%,?,-1%,-2
CCCc1cc(C(=O)N2CCCC(Cc3cccc(Cl)c3)(C(=O)OCC)C2)n(C)n1 (configuration not stated),1%,-1%,-1%,-6,9%,-5%,-2%,-1%,-6%,-13%,-8
Cc1ccc(N/C=C2\C(=O)C3(C)CCC2C3(C)C)cc1C (configuration not stated),0%,4%,10%,-7,1%,11%,-4%,2%,-2%,?,-6
Cc1ccc(C(=O)N/N=C/c2cc(C)n(-c3ccc(Br)cc3)c2C)cc1[N+](=O)[O-],0%,-1%,1%,1,8%,-12%,-17%,-9%,8%,-14%,-4
CC1(C)CC(=O)C2=C(C1)NC1=C(C(=O)c3ccccc31)C2c1cccnc1 (configuration not stated),7%,6%,-22%,nt,14%,-5%,3%,-1%,?,11%,-2
COc1ccccc1NNC(=O)C(O)(c1ccccc1)c1ccccc1,1%,-2%,-4%,-3,9%,-2%,-7%,-1%,1%,nt,2
Cc1ccc(OCCOc2cccc3ccc(C)nc23)c([N+](=O)[O-])c1,1%,-7%,-6%,4,-6%,3%,-27%,-4%,?,-24%,14
O=C(C(=O)N1CCCCC1)c1c(-c2ccccc2)[nH]c2ccccc12,-6%,nt,-8%,3,1%,-4%,0%,5%,-4%,-3%,7
CCC(=O)NC1CCN(C(=S)NC)CC1,15%,0%,2%,-8,1%,1%,-6%,2%,3%,12%,10
CC1=CSC2=NC(=O)/C(=C\c3cccn3-c3ccccc3)C(=N)N12,1%,-1%,-17%,-12,?,-3%,4%,-1%,-2%,?,1
CCN(CC(=O)NCc1cccs1)C(=O)c1cc(S(=O)(=O)NCc2ccccc2)ccc1C,nt,nt,1%,-1,0%,2%,-8%,2%,nt,nt,17
Cc1c(CC(=O)O)c(=O)oc2c(C)c(OCc3ccccc3Br)ccc12,-2%,nt,8%,-22,-1%,8%,-14%,5%,8%,4%,-16
Cc1cccc(C)c1NC(=O)COC(=O)CCc1c[nH]c2ccccc12,nt,nt,2%,0,-10%,1%,4%,0%,nt,nt,16
CCS(=O)(=O)N1CCN(Cc2nc3ccccc3c(=O)[nH]2)CC1,2%,1%,9%,-1,-6%,0%,8%,1%,1%,12%,2
CCOc1ccc(-c2c(C(=O)N/N=C/c3cccc(Br)c3)nnn2-c2nonc2N)cc1,1%,nt,-3%,-3,0%,-7%,3%,3%,-4%,nt,-9
O=C(NCCc1ccccc1)C(=O)NCC1CCCO1 (configuration not stated),0%,-5%,-1%,8,?,0%,-2%,1%,-3%,3%,9
CCOC(=O)C1=C(COC(=O)c2c(OC)cccc2OC)NC(=O)NC1C (configuration not stated),nt,nt,9%,0,?,1%,-21%,0%,nt,nt,8
Cc1cc(C)cc(C(=O)NC(=S)Nc2ccc3[nH]c(=O)[nH]c3c2)c1,-1%,-6%,0%,3,-8%,-4%,-9%,2%,17%,-22%,5
Cc1cccc(C(=O)Nc2ccc(O)c3c(=O)cc(-c4ccccc4Cl)oc23)c1,nt,-6%,6%,-2,0%,1%,5%,4%,4%,9%&8%,-3
NC(=O)COc1ccc2oc(=O)cc(-c3cc4ccccc4o3)c2c1,10%,nt,31%,-1,-22%,3%,11%,1%,?,24%,-4
CCN1CCN(S(=O)(=O)c2cc(OC)ccc2OC)CC1,1%,-11%,-10%,2,-2%,6%,-9%,0%,5%,3%,-1
Cc1n[nH]c(=O)c2c(NC(=O)CSc3nnnn3-c3ccc(O)cc3)oc(C)c12,nt,nt,2%,-19,-7%,-2%,-17%,0%,nt,nt,-1
CCCCC(CC)C(=O)Nc1cc(=O)[nH]c2nc3ccccc3n12 (configuration not stated),1%,nt,2%,-24,2%,0%,-13%,0%,-1%,-1%,-2
O=C(O)CCc1ccc(-c2cccs2)n1NC(=O)c1ccccc1Br,1%,24%,-2%,4,?,3%,14%,3%,-1%,-3%,-9

# 5 compounds drawn at random from those above:
SMILES,GALK inh,PKM2 activator,Mito fusion yeast,KCNH2 WT inh,BCR signal inh,ASM inhibitor,Eya2 inh,USP2a inh,MBNL1 CUG block,Menin MLL FP TR,TSHR antag
O=C(O)CCc1ccc(-c2cccs2)n1NC(=O)c1ccccc1Br,1%,24%,-2%,4,?,3%,14%,3%,-1%,-3%,-9
Cc1cccc(C(=O)Nc2ccc(O)c3c(=O)cc(-c4ccccc4Cl)oc23)c1,nt,-6%,6%,-2,0%,1%,5%,4%,4%,9%&8%,-3
CCS(=O)(=O)N1CCN(Cc2nc3ccccc3c(=O)[nH]2)CC1,2%,1%,9%,-1,-6%,0%,8%,1%,1%,12%,2
CCOC(=O)C1=C(COC(=O)c2c(OC)cccc2OC)NC(=O)NC1C (configuration not stated),nt,nt,9%,0,?,1%,-21%,0%,nt,nt,8
CCCOc1ccc(N2C(=O)CC(N(Cc3ccco3)C(=O)CCC(=O)O)C2=O)cc1 (configuration not stated),-1%,-1%,-5%,-10,?,0%,0%,0%,nt,nt,-1

# Additional results:
SMILES,GALK inh,PKM2 activator,Mito fusion yeast,KCNH2 WT inh,BCR signal inh,ASM inhibitor,Eya2 inh,USP2a inh,MBNL1 CUG block,Menin MLL FP TR,TSHR antag
Cc1ccc(OCC(=O)NNC(=O)c2cc3ccccc3o2)cc1C,-1%,-7%,-2%,4,4%,1%,-5%,0%,4%,-5%,2
CCN(CC)c1ccc(/C=N/NC(=O)c2c[nH]c3ccccc23)cc1,2%,-11%,2%,-4,-16%,nt,1%,0%,?,?,0
O=C(Nc1ccccc1F)C(=O)c1cn(CC(=O)N2CCCCC2)c2ccccc12,1%,5%,6%,-14,?,4%,5%,0%,13%,16%,-4
Cc1cc(C)n(CC(=O)N2CCCC(N3CCN(Cc4ccc5c(c4)OCO5)CC3)C2)n1 (configuration not stated),8%,-21%,0%,-13,0%,nt,-8%,-1%,-5%,nt,1
COc1cc(OC)cc(C(=O)N[C@H](C(=O)Nc2ccccc2N2CCOCC2)C(C)C)c1,-1%,-5%,5%,-10,-5%,0%,-4%,0%,1%,-2%,12
COC(=O)c1ccc(CSc2nc3ccccc3[nH]2)o1,-3%,-1%,-1%,-4,-6%,2%,3%,1%,-10%,?,-2
CC(=O)Nc1ccc(S(=O)(=O)NCC2CCC(C(=O)N3CCN(c4ccccn4)CC3)CC2)cc1 (configuration not stated),-1%,-2%,-1%,-24,0%,3%,10%,1%,-9%,-13%,-11
CC(=O)c1cc(CCC(=O)NC2CCCCCC2)oc1C,10%,-6%,-1%,-4,-1%,-1%,-1%,2%,-8%,-1%,-9
COc1ccc(Br)cc1/C=N/NC(=O)CNC(=O)c1cccnc1,1%,-4%,2%,3,-3%,55%,-3%,-9%,?,nt,7
Cc1ccc(NC(=O)C2CCN(S(=O)(=O)c3cccc4nonc34)CC2)cc1,0%,-2%,0%,1,7%,4%,-3%,5%,?,?,7
COc1ccc(C(=O)O)cc1S(=O)(=O)Nc1ccc(N2CCCCC2)cc1,nt,nt,nt,-13,-1%,4%,4%,0%,nt,nt,-14

# Source: PubChem (National Center for Advancing Translational Sciences (NCATS))
